From PubChem
ZTA DNA inh: counter-screen for EBNA-1 inhibitors: inhibitors of Epstein-Barr virus ZTA | inhibition, % at 11 µM | 320,000 compounds, 0.15% hits | ZTA-DNA binding, fluorescence polarization; in the data active = inhibition above about 33%
MEX-5 binding: MEX-5 zinc finger RNA-binding disruptors – biochemical, C. elegans, fluorescence polarization, MLPCN library, primary screen | Zinc finger protein mex-5 (Caenorhabditis elegans), Q9XUB2 | activity score (negative = inhibition of binding), % at 10 µM | 300,000 compounds, 0.38% hits | MEX-5/FITC-TCR2 RNA binding; stronger effect = lower value;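 active = inhibition past about -25% in most replicates, and total fluorescence under double the plate's negative control median, limit read from the data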;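 note: 0% = DMSO and -100% = 5 µM competing unlabeled TCR2 RNA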
EBNA-1 inhibitor: EBNA-1 DNA-binding inhibitors, primary screen, biochemical, fluorescence polarization | inhibition, % at 14.8 µM | 300,000 compounds, 0.34% hits | AID 1950, 2009; in the data active = inhibition above about 28%
GLD-1 TGE inh: GLD-1/TGE RNA complex disruptors, primary screen, biochemical, fluorescence polarization; Female germline-specific tumor suppressor gld-1 (Caenorhabditis elegans), Q17339; 320,000 compounds, 0.44% hits; AID 2280, 2010; purified GLD-1 + fluorescein TGE RNA; inhibition, % at 5.96 µM;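 active = percent inhibition above a per-plate cutoff, the plate mean of test compounds plus 3 SD, cut at about 30% in these data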;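 note: 0% = DMSO wells with GLD-1 and probe and 100% = wells lacking GLD-1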
Yeast superoxide: reduction of superoxide in aged yeast, primary screen, HTS; 330,000 compounds, 0.18% hits; AID 2690, 2010; superoxide response (% of plate mean), % at 10 µM; S. cerevisiae aged cells, superoxide DHE fluorescence; stronger effect = lower value;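 active = superoxide response under a set limit, about three screen SD below normal, cut at about 65% in these data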;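 note: yeast aged for seven days with compound at 30 °C before DHE staining; 100% = average MFI of all compound-treated wells on the plate with controls excluded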
Fam108B counter: mouse Fam108B serine hydrolase inhibitors, primary screen, counter-screen for RBBP9 inhibitor project, biochemical, fluorescence polarization | AID 1947, 2009 | inhibition, % at 9.51 µM | recombinant Fam108B, FP-Rh probe fluorescence polarization | 300,000 compounds, 0.33% hits;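 active = inhibition above the screen mean inhibition plus 3 SD, computed separately per campaign, cut at about 18% in these data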;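 note: inhibitors lower polarization as less probe binds the enzyme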
Bcl-xL primary: inhibitors of human Bcl-xL, primary screen, biochemical, fluorescence polarization, HTS; GST-Bcl-xL / FITC-Bim BH3 peptide fluorescence polarization; inhibition, % at 10.9 µM; 320,000 compounds, 0.7% hits; AID 2129, 2009;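 active = inhibition above the mean of all tested compounds plus 3 SD, cutoff set per campaign, cut at about 30% in these data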;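 note: 0% = DMSO wells and 100% = unlabeled Bim-BH3 peptide competitor; inhibitors lower millipolarization by displacing the labeled peptide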
Efflux pump inh: inhibitors of Candida efflux pumps in yeast, primary screen, S. cerevisiae, Nile Red, multiplex; inhibition, % at 10 µM; S. cerevisiae Candida pump triplex; 330,000 compounds, 0.44% hits; AID 485275, 2010;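 active = plate passing quality check with inhibition over a set limit, or well fluorescence over plate mean plus 4 SD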;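 note: Nile Red retained in pooled yeast measured as flow cytometry median fluorescence; 0% = buffer negative control and 100% = Enniatin B positive control; higher means more Nile Red kept so more efflux inhibition; some compounds called inactive have numbers as strong as hits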
MCL1 BIM primary: inhibitors of MCL1 binding to BIM-BH3, primary screen, biochemical, fluorescence polarization; Induced myeloid leukemia cell differentiation protein Mcl-1 (Homo sapiens), Q07820; GST-MCL1 / FITC-Bim-BH3 fluorescence polarization; inhibition, % at 10.9 µM; 320,000 compounds, 0.68% hits; AID 2057, 2009;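 active = inhibition above the mean inhibition of all tested compounds plus 3 SD, set per campaign, cut at about 40% in these data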;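 note: 0% = DMSO wells and 100% = unlabeled Bim-BH3 peptide control; higher means more loss of mP so more displacement of Bim peptide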
* = called active by the depositor; . = no result given.

SMILES	ZTA DNA inh	MEX-5 binding	EBNA-1 inhibitor	GLD-1 TGE inh	Yeast superoxide	Fam108B counter	Bcl-xL primary	Efflux pump inh	MCL1 BIM primary
Cc1ccc(-n2c(SCc3nc4ccccc4c(=O)[nH]3)nnc2-c2ccccc2O)cc1	-3	-0.7	-7	4	114	-6	1	-0.1	4
O=C(CCCn1cc([N+](=O)[O-])cn1)NCc1ccccc1	-1	1.8	-4	1	91	2	4	-0.2	4
Cc1occc1C(=O)N/N=C/c1ccc(OCc2ccccc2)cc1	-8	1.3	1	0	101	-2	7	0.0	4
O=C(Cc1ccccc1)NCCc1cccc(Cl)c1	-23	-0.1	-7	2	106	-3	-3	0.3	1
CCOC(=O)N1CCN(c2cc(=O)n(C)c(=O)n2C)CC1	-1	-1.2	12	6	85	-4	3	0.0	0
O=C(N/N=C/c1ccco1)C(O)C(O)C(=O)N/N=C/c1ccco1 (configuration not stated)	7	-3.9	-4	-1	92	2	9	-0.1	9
Oc1c(N=Nc2ccccn2)ccc2ccccc12	7	-0.8	9	10	95	-2	14	-0.1	10
CCC(C)NC(=O)c1cc(Cl)ccc1OC (configuration not stated)	-5	1.4	-9	-4	98	-1	-1	-0.1	2
CCC(C)[C@H]1CNCCN1CC1(c2ccccc2)CC1 (some centres not stated)	-11	-4.1	3	3	99	-7	12	-0.2	21
Cc1cccc(NC(=S)N2CCC(O)CC2)c1C	4	-1.4	-4	-3	98	-1	4	0.2	0
O=C(COC(=O)C1CC(O)CN1S(=O)(=O)c1ccccc1[N+](=O)[O-])c1ccc[nH]1 (configuration not stated)	-25	.	.	4	99	.	3	0.2	5
Cc1ccccc1C(=O)NCCc1nnc(SCC(=O)Nc2nc(-c3ccccc3)cs2)n1C	6	0.6	7	-3	102	-1	2	-0.1	3
OC(COC(c1ccc(Cl)cc1)c1ccc(Cl)cc1)CN1CCN(c2ccccn2)CC1 (configuration not stated)	0	-0.4	0	5	84	-4	8	0.1	-1
Cc1nn(CC(=O)NCc2ccc(C(=O)O)cc2)c(C)c1[N+](=O)[O-]	-2	2.4	8	2	98	0	5	-0.1	-1
Cc1oc(/N=C/c2ccccc2O)c(C#N)c1C	-17	-2.0	-6	18	81	-1	13	0.1	9
CCn1c(=O)cc(SCC(=O)N2CCC(C)CC2)c2ccccc21	-13	1.0	2	5	97	0	1	0.1	1
COc1cccc(-c2csc(N3CCN(C(=O)Nc4ccccc4Cl)CC3)n2)c1	10	1.7	3	-5	127	-3	5	-0.2	4
N#Cc1ccc(OS(=O)(=O)c2ccc(-c3ccon3)s2)cc1	-13	-1.4	8	1	.	-1	4	0.1	10
CCOC(=O)c1ccc(-n2c(CN3CCC(C(N)=O)CC3)nc3ccc([N+](=O)[O-])cc3c2=O)cc1	-18	-3.3	9	3	120	2	5	-0.1	3
Oc1ccc(Nc2nc(-c3cccs3)cs2)cc1	-6	1.9	4	-2	99	5	6	0.2	8
CCn1c(COc2ccc(Cl)cc2)nnc1SCc1ccc(C#N)cc1	-15	4.5	6	5	110	10	-5	0.3	-7
CCn1c(=O)cc(NC2=NCC(C)CN2c2cccc(Cl)c2)n(C)c1=O (configuration not stated)	1	1.9	5	2	100	-1	3	-0.3	0
CCOC(=O)C1=NN(c2ccccc2C)C2=NC(C)=C(C(=O)OC)C(c3cccs3)N12 (configuration not stated)	1	1.6	2	6	90	-2	5	-0.1	-3
O=C(Nc1ccccc1C(=O)Nc1ccccc1)c1ccco1	-14	-0.7	5	2	90	-2	-1	-0.1	-1
Cc1c(NC(=O)C2CCCCN2S(=O)(=O)c2ccc(Cl)cc2)c(=O)n(-c2ccccc2)n1C (configuration not stated)	-3	2.1	6	2	103	0	2	0.0	5
Further compounds
SMILES	ZTA DNA inh	MEX-5 binding	EBNA-1 inhibitor	GLD-1 TGE inh	Yeast superoxide	Fam108B counter	Bcl-xL primary	Efflux pump inh	MCL1 BIM primary
CC(C)OCCCNc1ncc2c(n1)CC(c1cccs1)CC2=O (configuration not stated)	7	-3.1	9	1	101	-2	5	0.0	8
O=C(/C=C/c1ccccc1)NNC1=NS(=O)(=O)c2ccccc21	-2	-3.1	10	0	83	2	4	0.0	7
CS(=O)(=O)c1ccc(Cl)c(NC(=O)COC(=O)c2ccc(F)cc2Cl)c1	3	1.1	19	-1	96	2	0	-0.2	5
COc1ccc(NC(=O)c2onc(C)c2Cl)cc1	10	0.9	-1	-3	98	-2	4	-0.2	2
CN(C)S(=O)(=O)c1cccc(NC(=O)COC(=O)/C=C/c2ccc3c(c2)OCO3)c1	5	-0.5	-2	-5	105	-4	-6	0.0	-6
Cn1c(=O)c2c(SCC(=O)N3CCN(c4ccccc4)CC3)nc(C3CC3)nc2n(C)c1=O	-2	1.8	7	-1	86	2	0	-0.1	-2
COc1ccc(C(C(=O)NCC2CCCO2)N(C(=O)Cn2nnc3ccccc32)c2ccccc2C(C)=O)cc1OC (configuration not stated)	20	0.2	7	1	115	0	4	-0.1	0
Cc1cccc(C)c1N1C(=O)c2cccc([N+](=O)[O-])c2C1=O	17	2.5	-2	5	103	1	6	-0.1	5
CCC(C)(C)NC(=O)C(c1ccc(F)cc1)N(Cc1ccco1)C(=O)CCC(=O)Nc1ccccn1 (configuration not stated)	9	1.9	-4	-1	105	-2	-3	0.2	-2
COCCNc1c(-c2cc3ccc(C)c(C)c3[nH]c2=O)nc2ccccn12	7	0.0	-21	-3	104	-1	3	0.3	-2
O=C(O)CSc1nc(-c2cccs2)cc(C(F)(F)F)n1	0	1.6	3	9	112	-2	4	-0.3	1
O=C(CSc1nc2ccccc2o1)NCCOc1ccccc1	-10	1.5	5	8	91	-3	0	0.0	0
CCN(/C=N/c1sc2c(c1C#N)CC(C)(C)NC2(C)C)CC	-20	-1.5	1	1	104	3	-6	0.0	3
CCN1/C(=C2/SC(=S)N(NC(C)=O)C2=O)Sc2ccc(OC)cc21	-16	-46*	-16	-27	90	-2	1	0.0	-7
O=C(c1ccco1)N(Cc1ccc(Cl)cc1)Cc1ccco1	-7	-0.4	-2	5	95	0	0	0.0	-10
COc1ccc(CN(C)C(C)C(=O)Nc2ccc(S(=O)(=O)N3CCCC3)cc2)c(OC)c1OC (configuration not stated)	2	0.8	-3	5	104	4	4	-0.1	3
S=c1nc2ccccc2c2nc(-c3cccnc3)[nH]n12	6	0.5	6	0	88	5	-24	0.0	-15
Cc1cc(C)n2c(SCC(=O)N(C)C3CCCCC3)nnc2n1	9	-1.7	11	5	102	1	-1	0.0	3
CN=C1SC(CC(=O)Nc2ccc(F)cc2F)C(=O)N1/N=C(\C)c1cccc(OCC(=O)O)c1 (configuration not stated)	14	-2.5	8	2	106	2	1	0.1	4
COC(=O)c1sccc1S(=O)(=O)NCc1ccc(S(N)(=O)=O)cc1	4	-1.7	9	8	107	-1	0	-0.1	4
CCN(CCNS(=O)(=O)c1ccc2[nH]c(=O)sc2c1)c1ccccc1	8	0.1	5	1	102	-6	1	0.0	4
Cc1ccc(N=C2NC(=O)/C(=C/C=C/c3ccco3)S2)cc1C	-4	-0.8	6	-4	114	4	5	2.8*	-9
Cc1ccc(S(=O)(=O)CCc2nnc(N)s2)cc1	-2	0.0	-4	2	105	0	1	0.0	4
N#Cc1ccc(S(=O)(=O)N2CCCN(c3ccc(C(F)(F)F)cn3)CC2)cc1	-2	2.0	-3	-10	100	2	1	0.1	0
Cc1nc(Nc2nc3ccccc3o2)nc(C)c1C	7	1.8	-2	0	93	-8	5	0.0	-2
Other compounds
SMILES	ZTA DNA inh	MEX-5 binding	EBNA-1 inhibitor	GLD-1 TGE inh	Yeast superoxide	Fam108B counter	Bcl-xL primary	Efflux pump inh	MCL1 BIM primary
CCOc1cc(CNC(CC)CO)ccc1OCC(=O)Nc1cccc(C(F)(F)F)c1 (configuration not stated)	-11	1.6	-6	3	95	-1	3	0.0	3
CC1C(=O)Nc2ccccc2N1C(=O)c1c(F)cccc1F (configuration not stated)	0	0.7	3	-8	89	0	6	-0.1	5
CCOc1ccccc1Nc1nc(-c2sc(NC(=O)c3cccc(Cl)c3)nc2C)cs1	-13	1.0	0	2	119	13	2	-0.2	0
Cc1ccccc1OCC(=O)NCCN1CCCC1	7	.	-1	1	104	-5	2	0.0	12
O=C(O)c1ccc(S(=O)(=O)N2CCCc3ccccc32)cc1	-15	0.5	-10	12	109	0	0	0.1	-4
O=C(CN1CCCC1)Nc1cc(F)ccc1F	5	1.4	-10	4	98	0	4	-0.1	1
Cc1ccc(S(=O)(=O)N2CCCC(C(=O)NCCC(C)C)C2)cc1 (configuration not stated)	-4	0.7	-2	1	95	-4	7	0.1	3
C/C(CCS(=O)(=O)c1ccccc1)=N/O	-29	-0.9	-3	-4	92	1	8	-0.7	9
COc1ccc(C(=O)Nc2ccccc2C(=O)Nc2ccccn2)cc1	-2	2.2	5	-2	99	7	0	-0.1	-7
CC(NC(=O)c1cccc(Br)c1)c1ccccc1 (configuration not stated)	-9	2.4	-4	0	90	2	0	-0.1	0
CCC(C)NS(=O)(=O)c1ccc(OCC(=O)Nc2ccc3c(c2)OCO3)cc1 (configuration not stated)	-12	0.7	9	1	74	-2	-2	-0.1	0
COc1ccc(S(=O)(=O)N2CCC(C(=O)N3CCCCC3)CC2)cc1Cl	2	2.7	-2	2	80	1	-1	-0.3	-1
CC1=NCC(C)c2c1[nH]c1ccccc21 (configuration not stated)	-4	-0.1	8	-41	107	0	-13	0.1	-43
Cc1ccc(S(=O)(=O)c2c(N)n(/N=C/c3ccco3)c3nc4ccccc4nc23)cc1C	6	0.6	4	-3	92	-16	4	0.1	4
COc1ccc(C(=O)O/N=C(\N)c2cccc(C)c2)cc1OC	6	-0.3	4	0	90	0	6	-0.1	1
CC(=O)c1nc2ccccc2n1S(=O)(=O)c1ccc(Cl)cc1	-8	-1.3	-11	1	84	1	4	0.3	0
CC1CC(C)CN(S(=O)(=O)c2ccc(C(=O)N(c3ccccn3)C3CCCCC3)cc2)C1 (configuration not stated)	1	1.7	-3	-1	88	2	-7	0.1	-8
COc1ccccc1CNC(=O)c1cc2c(=O)[nH]c3ccccc3c2n1C	-10	0.0	-5	4	114	-1	8	0.1	0
O=S(Cc1ccc(Cl)cc1)c1ncc(CO)n1Cc1ccccc1 (configuration not stated)	-4	-0.6	-2	12	107	1	6	0.0	6
CCC(C(=O)N1CCC(N2CCCCC2)CC1)n1nc(C)c2sc3ccccc3c2c1=O (configuration not stated)	-2	-1.5	0	0	104	2	4	0.0	2
COc1ccc(S(=O)(=O)N2CCCCCC2)cc1C(=O)NCc1cccs1	-15	.	.	-5	97	.	-5	0.5	-11

By substructure: the compounds so far with a CF3 group (3)
SMILES	ZTA DNA inh	MEX-5 binding	EBNA-1 inhibitor	GLD-1 TGE inh	Yeast superoxide	Fam108B counter	Bcl-xL primary	Efflux pump inh	MCL1 BIM primary
O=C(O)CSc1nc(-c2cccs2)cc(C(F)(F)F)n1	0	1.6	3	9	112	-2	4	-0.3	1
N#Cc1ccc(S(=O)(=O)N2CCCN(c3ccc(C(F)(F)F)cn3)CC2)cc1	-2	2.0	-3	-10	100	2	1	0.1	0
CCOc1cc(CNC(CC)CO)ccc1OCC(=O)Nc1cccc(C(F)(F)F)c1 (configuration not stated)	-11	1.6	-6	3	95	-1	3	0.0	3
